Yeast eIF2B = GCN4-lacZ reporter reduction in eIF2B-epsilon mutant yeast, primary screen, S. cerevisiae, eIF2B-epsilon R284H, Beta-Glo luminescence; inhibition, % at 25 µM (by protocol); actives 0.91% (n = 27,000);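 active = mutant luminescence inhibited past about 50% while wild type luminescence and mutant growth stay under set limits, limit read from the data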; also: some compounds called inactive have numbers as strong as hits
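System: Yeast eIF2B-epsilon R284H mutant carrying GCN4–beta-galactosidase fusion | Read-out basis: Percent inhibition, luminescence and growth | Compound: 25 µM single dose | Times: 16 h at 30 °C exposure | Measured by: Luminescence and A595 | Buffer or medium: YPD medium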
Yeast growth tox = yeast growth toxicity, wild-type and mutant, primary screen, cytotoxicity control for eIF2B function restoration project, wild-type and eIF2Bepsilon R284H mutant, A595; S. cerevisiae wild-type growth, A595 turbidity, 16 h; growth inhibition, % at 25 µM (by protocol); actives 0.3% (n = 30,000);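 active = mutant and wild-type yeast strains alike exhibit over 30% growth inhibition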;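 also: 0% = untreated cell controls and 100% = YPD media blanks without cells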
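System – wild-type and eIF2Bepsilon-R284H mutant S. cerevisiae, screened separately · Measured by – absorbance at 595 nm (turbidity) · Timing – 16 h compound exposure during growth at 30 °C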
Yeast growth tox inhibition % = second read-out of Yeast growth tox, no call of its own (marks repeat the call); growth inhibition, %; S. cerevisiae eIF2Bepsilon-R284H mutant growth, A595 turbidity, 16 h;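 each compound tested once at 25 µM; 0% equals untreated cells and 100% equals cell-free medium blanks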
Yeast eIF2B mutant toxicity = recorded beside Yeast eIF2B, whose call it bears; growth inhibition, %; measured here: mutant yeast growth, toxicity;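 each compound tested once at 25 µM; zero equals untreated control growth and 100 equals blank medium absorbance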
Numbers without * were called inactive; nt = not tested or not shown. Not all compounds are listed; the hit share may differ from the screen's.

SMILES	Yeast eIF2B	Yeast eIF2B mutant toxicity	Yeast growth tox	Yeast growth tox inhibition %
Cc1ccc(C)c(NS(=O)(=O)c2cc(C(N)=O)ccc2C)c1	-16	-3	38	-3
Cc1ccc(NC(=O)Cn2cccc2)cc1Cl	30	3	15	3
Cc1ccc(SCc2cn3cccnc3n2)cc1	23	nt	-21	0
O=C(CSc1nc(-c2ccccc2)cc(=O)[nH]1)Nc1ccccn1	2	-10	9	-10
CCc1nnc(NC(=O)CSc2nnc(C)n2CC2CCCO2)s1 (stereo not drawn)	23	20	15	20
FC(F)(F)COc1nc(N2CCOCC2)nc(N(c2ccccc2)c2ccccc2)n1	-2	nt	nt	nt
CCN(CC)C(=O)CN(c1cccc(C(F)(F)F)c1)S(C)(=O)=O	nt	nt	14	20
Cc1ccc(Oc2ccc(Cl)cc2NC(=O)c2cnccn2)cc1	11	-14	3	-14
COc1ccc2nc(Nc3nc(CSc4nnnn4-c4ccccc4)cc(=O)[nH]3)nc(C)c2c1	-1	9	-1	9
O=C(NCc1ccccc1)C1COc2ccccc2O1 (stereo not drawn)	29	-3	-1	-3
O=C(c1ccc2c(c1)OCCO2)N1CCN(Cc2ccccc2)CC1	21	-18	-33	-18
CCCc1cc(=O)oc2cc(OCC(=O)Nc3ccc4c(c3)OCCO4)ccc12	-7	9	3	9
CCOC(=O)C(Cc1c[nH]c2ccccc12)NC(=O)c1ccco1 (stereo not drawn)	3	7	2	7
Cc1[nH]n(-c2ccc([N+](=O)[O-])cc2)c(=O)c1N=Nc1nc2ccccc2s1	25	-5	10	-5
O=C(Nc1sc2c(c1C(=O)NCc1ccco1)CCCC2)c1ccc2c(c1)OCO2	-40	-5	-6	-5
COC(=O)c1sc(OC)cc1OCc1ccc(C)cc1	25	15	8	15
Cc1ccc(-c2nnc(SCC(=O)Nc3ccc4c(c3)oc3ccccc34)n2C)c(Cl)c1	-38	6	-8	6
CCc1ccccc1N(CC(=O)OC)S(C)(=O)=O	29	nt	nt	nt
COc1ccc(/C(O)=C2/C(=O)C(=O)N(CCCN(C)C)C2c2ccc(C)o2)cc1Cl (stereo not drawn)	-7	24	12	24
O=C1CC(c2ccco2)Cc2nc(NCC3CCCO3)ncc21 (stereo not drawn)	25	8	-4	8
CCC(C)NC(=O)c1ccccc1NC(=O)COc1ccc(OC)cc1 (stereo not drawn)	24	-10	-21	-10
Cc1ccc(S(=O)(=O)NC2=NCN(CCN3CCOCC3)CN2)cc1	-2	-11	4	-11
O=C(CCSCCC(=O)NCc1ccccc1)NCc1ccccc1	20	18	25	18
CSc1ccccc1NC(=O)c1cc(-c2cccs2)on1	46	-17	-3	-17
CC1CC(C(O)c2ccccn2)C(=O)C(C(O)c2ccccn2)C1 (stereo not drawn)	-11	-5	4	-5
CN(C)C(CNC(=O)C1CCCN(C(=O)c2ccc(Cl)cc2)C1)c1ccco1 (stereo not drawn)	14	3	20	3
CCCCNC(=O)C1COc2ccccc2O1 (stereo not drawn)	25	18	22	18
CCOC(=O)c1c(C)n(C)c2ccc(OC)c(NS(=O)(=O)c3ccc(Cl)s3)c12	12	-24	1	-24
COc1cc(S(=O)(=O)n2nnc3ccccc32)c(OC)cc1Cl	-7	nt	nt	nt
O=C1c2ccccc2-c2c1cccc2C(=O)N1CCCCC1	36	9	14	9
COc1cccc(/C=N/NC(=O)CO/N=C(\C)c2cccs2)c1OC	10	10	7	10
COc1ccc(N(CC(=O)NCCSCc2c(F)cccc2Cl)S(C)(=O)=O)cc1OC	27	22	17	22
Cc1ccc(-c2nnc3sc(-c4ccncc4)nn23)cc1	10	10	4	10
O=C(O)C1CCCCC1C(=O)Nc1cc(Cl)ccc1Cl (stereo not drawn)	nt	nt	-17	23
c1cc2c3c(cccc3c1)C(N1CCN(C3=Nc4cccc5cccc3c45)CC1)=N2	26	-3	0	-3
COCc1[nH]nc2c1C(c1ccccc1OC)C(C#N)=C(N)O2 (stereo not drawn)	15	7	16	7

Exported with two lines to a compound: part of the list above
Results follow in this order: Yeast eIF2B	Yeast eIF2B mutant toxicity	Yeast growth tox	Yeast growth tox inhibition %
CCC(C)NC(=O)c1ccccc1NC(=O)COc1ccc(OC)cc1 (stereo not drawn)
→ 24	-10	-21	-10
Cc1ccc(S(=O)(=O)NC2=NCN(CCN3CCOCC3)CN2)cc1
→ -2	-11	4	-11
O=C(CCSCCC(=O)NCc1ccccc1)NCc1ccccc1
→ 20	18	25	18
CSc1ccccc1NC(=O)c1cc(-c2cccs2)on1
→ 46	-17	-3	-17
CC1CC(C(O)c2ccccn2)C(=O)C(C(O)c2ccccn2)C1 (stereo not drawn)
→ -11	-5	4	-5
CN(C)C(CNC(=O)C1CCCN(C(=O)c2ccc(Cl)cc2)C1)c1ccco1 (stereo not drawn)
→ 14	3	20	3
CCCCNC(=O)C1COc2ccccc2O1 (stereo not drawn)
→ 25	18	22	18
CCOC(=O)c1c(C)n(C)c2ccc(OC)c(NS(=O)(=O)c3ccc(Cl)s3)c12
→ 12	-24	1	-24
COc1cc(S(=O)(=O)n2nnc3ccccc32)c(OC)cc1Cl
→ -7	nt	nt	nt
O=C1c2ccccc2-c2c1cccc2C(=O)N1CCCCC1
→ 36	9	14	9
COc1cccc(/C=N/NC(=O)CO/N=C(\C)c2cccs2)c1OC
→ 10	10	7	10
COc1ccc(N(CC(=O)NCCSCc2c(F)cccc2Cl)S(C)(=O)=O)cc1OC
→ 27	22	17	22
Cc1ccc(-c2nnc3sc(-c4ccncc4)nn23)cc1
→ 10	10	4	10
O=C(O)C1CCCCC1C(=O)Nc1cc(Cl)ccc1Cl (stereo not drawn)
→ nt	nt	-17	23

Carrying on:
SMILES	Yeast eIF2B	Yeast eIF2B mutant toxicity	Yeast growth tox	Yeast growth tox inhibition %
Cc1ccc(S(=O)(=O)Cn2nnnc2C(C(C)C)N2CCN(c3nc4ccccc4s3)CC2)cc1 (stereo not drawn)	12	-18	-5	-18
CCN1CCc2c(C#N)c(NCc3ccccc3)nc(N(CC)CC)c2C1	4	10	8	10
CC1CCCCN1CCNc1nc(=S)[nH]c2ccccc12 (stereo not drawn)	10	7	-11	7
OCc1nn2c(c1Br)NC(c1ccccc1)CC2C(F)(F)F (stereo not drawn)	-3	nt	nt	nt
CCn1c(SCC(=O)NCc2ccc(C)cc2)nnc1-c1ccncc1	-10	10	5	10
CC(=O)Nc1ccc(NC(=O)Oc2ccccc2)cc1	9	nt	-11	0
COc1ccc(C)cc1S(=O)(=O)N(CC(=O)O)c1ccccc1	4	6	6	6
COC(=O)c1nnn(-c2nonc2N)c1CN1CCc2ccccc21	-30	-26	-5	-26
CCc1nc2ccccc2n1CC(C)C(=O)O (stereo not drawn)	29	10	5	10
COC(=O)c1oc2ccccc2c1-n1cccc1	nt	nt	6	15
O=C(CSc1ncccn1)N1CCN(C(c2ccccc2)c2ccccc2)CC1	nt	nt	14	5
O=C(c1cccc(F)c1)N1CCN(C(=O)c2nn3cccnc3c2Cl)CC1	9	nt	6	0
Cc1cccc(NC(=O)N[C@@H](C)C(=O)O)c1	-6	-2	-16	-2
Cc1nc(NC(=O)c2ccccc2)sc1-c1csc(NCCc2ccccc2)n1	19	16	7	16
CCOc1cc(CN2CCN(C(=O)CC(C)C)CC2)ccc1OC	nt	nt	21	17
Cc1cc(C)n(C(=O)c2ccc(NC(=O)CC(C)C)cc2)n1	50*	nt	0	3
COc1cc(NC(=O)CSc2nnc(C)s2)cc(OC)c1OC	nt	nt	5	-6
O=S(=O)(Nc1ccc2c(c1)OCO2)c1ccc(Br)s1	6	14	8	14
CCCCOc1ccc(C(=O)NCc2ccncc2)cc1	nt	nt	34	19
Nc1nonc1C(=Nc1ccccc1)NO	19	15	29	15
COc1ccccc1NC(=O)N1CCCC1C(=O)NCc1ccccc1F (stereo not drawn)	15	7	15	7
CCOC(=O)Cc1csc(NC(=O)COc2ccc3ccccc3c2)n1	-1	-24	-6	-24
Cc1ccccc1C(=O)N1CCCN(C(=O)c2ccccc2C)CC1	25	-6	14	-6
O=C(O)Cc1ccc2[nH]c3ccc(CC(=O)O)cc3c2c1	nt	nt	17	0
O=CN1CCN(C2CC(=O)N(c3ccc(Br)cc3)C2=O)CC1 (stereo not drawn)	19	nt	4	0
Cc1ccc(S(=O)(=O)NCCC(=O)O)cc1	35	23	16	23
COc1ccc(C(=O)OC2CCN(C)CC2)cc1	nt	nt	-12	-7
Nn1cnnc1SCC(=O)Nc1ccc(C2CCCCC2)cc1	21	-17	-24	-17
Cc1ccc(Cn2nnc3c(=O)n(CC(=O)N4CCCCC4)cnc32)cc1	21	-14	13	-14
CC(C)OC(=O)c1c(NC(=O)c2ccco2)sc2c1CCCCC2	12	17	28	17
Cc1cccc(NC(=O)CCn2nc(C)cc2C)c1	18	12	0	12
O=C(COc1ccc(Cl)cc1)OCC(=O)N1CCCCCC1	21	8	28	8
CCOCCN1CCN(c2c(CC)c(C)nc3cc(-c4cc(OC)cc(OC)c4)nn23)CC1	nt	nt	20	20
CCCCC(=O)Nc1sc2c(c1C(N)=O)CCC2	8	13	13	13
Cc1ccc(CCSCC(=O)O)cn1	nt	nt	29	-21
CCOC(=O)C1CCN(C(=O)c2cccc(C(=O)N3CCC(C(=O)OCC)CC3)c2)CC1	23	14	10	14
COc1ccc(S(=O)(=O)N(Cc2cccs2)C2CCCC2)cc1	12	7	-1	7
Cn1c(SCc2ccc(Br)cc2)nnc1-c1cccs1	30	-11	-4	-11
COC(=O)c1ccc(CSc2nc3ccccc3c(=O)n2-c2ccccc2)o1	nt	nt	-1	-2
COc1ccc(-c2nc(N)n[nH]2)cc1OC	22	nt	4	0
COc1ccccc1N1CCN(C(=O)c2ccc(C(C)(C)C)cc2)CC1	24	nt	nt	nt
Cc1ccc(CNC(=O)c2cc3c(=O)n4cccc(C)c4nc3n(CC3CCCO3)c2=N)cc1 (stereo not drawn)	-15	4	15	4
COc1ccc(S(=O)(=O)N2CCN(C(=O)COc3ccc4c(C)cc(=O)oc4c3)CC2)cc1	5	15	-5	15
CC(NC(=O)Cn1nc(C(F)(F)F)c2c1CCC2)c1ccccc1 (stereo not drawn)	18	26	9	26
CCn1nnc(-c2ccccc2NC(=O)c2cc(OC)cc(OC)c2)n1	35	-12	-7	-12
CCC(C)N=CC1=C(O)C(C(=O)OC)C(C)(C)CC1=O (stereo not drawn)	10	nt	-6	0
Cc1ccc(S(=O)(=O)N2CC3CCC2C3)cc1 (stereo not drawn)	8	24	16	24
COc1cc2c(cc1OC)C(=NCCC(=O)O)NC(C)(C)C2	21	7	20	7
CN(Cc1ccccc1)Cc1nc2c(c(=O)n(C)c(=O)n2C)n1CCc1ccccc1	33	26	8	26
CCCC(=O)Nc1nc2nc(-c3ccccc3)cc(-c3ccccc3)n2n1	18	5	7	5
CCC(=O)Nc1c(C#N)c2nc3ccccc3nc2n1-c1ccc(C)cc1	11	13	7	13
CCOCCCNC(=O)CCNS(=O)(=O)c1ccc(C)cc1	15	-9	7	-9
COc1ccc(CC(=O)NC2CC(C)(C)NC(C)(C)C2)cc1	-10	-6	-17	-6
CCn1c2c(c3ccc(OC)cc31)CCCC2=O	-6	nt	nt	nt
CC1(C)OC(=O)C(=NNc2ccc(O)cc2)C(=O)O1	11	-9	-8	-9
COc1ccc(CCN2C(=S)NC3CC2(C)Oc2ccc([N+](=O)[O-])cc23)cc1OC (stereo not drawn)	nt	nt	33	11
COCCNS(=O)(=O)c1cccn1-c1ncc(C(F)(F)F)cc1Cl	3	22	10	22
Cn1nc([N+](=O)[O-])nc1Oc1ccccc1N	8	16	-2	16
c1ccc2c(-c3nc4ncccc4o3)cccc2c1	11	31	11	31
CCOc1nc(NCc2ccco2)nc(Nc2ccccc2F)n1	16	-22	-10	-22
(cont.)
SMILES	Yeast eIF2B	Yeast eIF2B mutant toxicity	Yeast growth tox	Yeast growth tox inhibition %
CCOC(=O)c1cccnc1SCC(=O)N(CC)c1cccc(C)c1	nt	nt	15	9
CCc1ccc(CN/C=C/C(=O)c2ccc(Br)cc2)cc1	nt	nt	9	10
COC(=O)c1cc2c(C)nn(-c3ccccc3)c2s1	12	nt	0	0
Cc1ccc(CN(c2ccc(C(=O)Nc3cccnc3)cc2)S(C)(=O)=O)cc1	17	14	0	14
COc1ccccc1CNCc1ccc(OC)c(OC)c1OC	19	nt	-11	0
O=C(O)C1C2C=CC(C2)C1C(=O)Nc1cccc(C(=O)N2CCCCC2)c1 (stereo not drawn)	nt	nt	5	13
Cc1cc(C)nc(SCC(=O)c2c(N)n(C)c(=O)n(C)c2=O)n1	20	-10	-8	-10
c1ccc(CNc2ncnc3c2cnn3Cc2ccccc2)cc1	-8	nt	nt	nt
CC1=Nc2ccccc2/C1=C\c1nc(-c2ccc(C(F)(F)F)cc2)oc1O	-16	-10	-10	-10
Cc1cccn2c(=O)c3cc(C(=O)N4COCC4(C)C)n(C)c3nc12	-24	nt	nt	nt
NC(=O)C1CCN(C(=O)CCc2nc3ccccc3c(=O)[nH]2)CC1	nt	nt	26	17
O=C(CCCNS(=O)(=O)c1cccs1)N1CCN(c2cccc(Cl)c2)CC1	0	19	22	19

Screening results from PubChem BioAssay.
